Autophagy HCS – alters autophagy in cells; MEF GFP-LC3 puncta imaging; test concentration mostly 10 µM; calls only at 10 µM (by protocol); 0.98% of 190,000 active; AID 463193;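 active = percentage of spot-positive cells more than 3 SD above its plate mean, without a fluorescence outlier flag or 80% toxicity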;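 note: spot-positive cell cutoff set from DMSO-treated cells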
M17LAP inhibition – P. falciparum M17LAP inhibitors, primary screen, biochemical, fluorogenic H-Leu-NHMec substrate, 1536-well (AID 1619); recombinant M17LAP, H-Leu-NHMec fluorogenic kinetic assay; higher % means a stronger effect; inhibition, % at 30 µM; hits with a dose series show IC50 in µM; 0.38% of 220,000 active;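 active = compound inhibiting the enzyme by more than half at any dose during confirmatory dose-response retesting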;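 note: plate controls were full reaction with DMSO carrier for no effect and no enzyme background for full effect; strong numbers were not always called active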
b-catenin transl – alters nuclear translocation of beta-catenin in HeLa cells | immunofluorescence imaging | nuclear translocation activity, % at 5 µM | 0.3% of 190,000 active | AID 1665;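 active = nuclear translocation activity above 50% at 5 µM, with a well cell count of 50 or more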;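 note: per-cell ratio of nuclear to cytoplasmic median beta-catenin stain intensity; plate controls were DMSO negative control for no effect and GSK-3 inhibitor IX positive control for full effect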
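System: HeLa cells, endogenous beta-catenin; compound dosing: 5 µM primary single dose, 0.1% DMSO, 0.02–20 µM confirmation series; incubation: 24 h compound exposure at 37°C, 5% CO2; signal: beta-catenin immunofluorescence imaging with DAPI; evaluation: % activation, nuclear-to-cytoplasmic median beta-catenin signal ratio per cell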
Dynein cargo inh – blocks dynein driven cargo transport along microtubules; z-score, hits read low; AID 1381; 0.47% of 220,000 active; 3617.4 mouse cells, GR-EGFP nuclear translocation imaging; test concentration mostly 20 µM; stimulated with dexamethasone, 1 µM; active compounds read low;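 active = plate z-score of nuclear minus cytoplasmic receptor signal below a set negative limit, without overly bright fluorescence or cell loss, cut at about -3.5 in these data, passing the limit was not always enough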;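 note: z-score of nuclear minus cytoplasmic ring GR-EGFP intensity difference per well; some compounds called inactive have numbers as strong as hits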
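Also added – dexamethasone, 1.0 µM final · Buffer or medium – tet-free, stripped-serum medium · Schedule – induction 48 h, compound 1 h, agonist 30 min · Detection – formaldehyde fixation, Hoechst nuclear stain, 10x automated fluorescence imaging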
Ins promoter up – MIN6 insulin promoter up-regulation; 0.3% of 190,000 active; MIN6 insulin promoter-GFP reporter, high-content imaging; active compounds read high; z-score at 5 µM;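 active = z-score above 3 at 5 µM with at least 500 cells counted in the well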
Yfh1-off respiration – enhancers of respiration in Yfh1-depleted yeast, dose response, Friedreich's ataxia, plus single-dose screen (AID 1465) | 0.074% of 220,000 active | fold induction at 50 µM; hits with a dose series show EC50 in µM | S. cerevisiae Yfh1-off respiration, WST-1 reduction, 72 h; higher fold induction means a stronger effect;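 active = fold induction of absorbance versus untreated yeast above a set limit, then at least 30% activation at any dose in follow-up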;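 note: activators that raise dye reduction in frataxin-depleted yeast; strong numbers were not always called active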
NOD1 NF-kB reporter – NOD1 signaling inhibitors, primary screen, cell-based, luminescence, uHTS (AID 1578) | NOD1-driven NF-kB luciferase reporter cells, luminescence; higher % means a stronger effect | one-dose inhibition, % at 4 µM; EC50 in µM for titrated hits | 1% of 290,000 active; in the data active = inhibition mostly above about 36%, no sharp cut-off; inactive = mostly below about 34%;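 note: HEK-293T reporter cells stimulated with the NOD1 agonist gamma-tri-DAP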
HEK293 NOD2/NF-kB – NOD2 signaling inhibitors, cell-based, luminescence, uHTS, HEK293 (AID 1566); HEK293 NOD2/NF-kB luciferase reporter, luminescence; higher % means a stronger effect; inhibition, % at 4 µM, or EC50 in µM where a hit was titrated; 0.63% of 290,000 active; in the data active = inhibition above about 50%; note: many of its hits are not listed in these tables
MT stabilize HCS – microtubule stabilization, imaging screen; HeLa tubulin immunostaining HCS, 24 h; share of cells brighter than vehicle mean+2SD; % tubulin-high responders, % at 10 µM; 0.83% of 200,000 active; AID 2205;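 active = plate Z-score above 3 for both tubulin-high and condensed-nucleus cell shares, with cell loss under 80%, at 10 µM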;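 note: anti alpha tubulin signal scored within the nucleus-defined area of each cell; some results filed as inactive read as strong as hits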
Dynein cargo inh cytoplasmic EGFP – further read-out of Dynein cargo inh, marked with its call; z-score; measured here: cytoplasmic GR-EGFP intensity; active compounds read high
Dynein cargo inh nuclear GR-EGFP – recorded beside Dynein cargo inh, whose call it bears; z-score; measured here: nuclear GR-EGFP intensity;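 lower value marks the stronger effect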
Dynein cargo inh cell count – second read-out of Dynein cargo inh, no call of its own (marks repeat the call); z-score; measured here: cell count per field
Ins promoter up cell count – recorded beside Ins promoter up, whose call it bears; cell count; measured here: cytotoxicity, nuclei count;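 total cells summed across four imaged fields per well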
b-catenin transl cell count 5 µM – further read-out of b-catenin transl, marked with its call; cell count; measured here: cell count, cytotoxicity flag
MT stabilize HCS Hoechst-high % – also measured in MT stabilize HCS; calls as there; % Hoechst-high responders; measured here: nuclear condensation Hoechst responders;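 share of cells brighter than vehicle mean plus two SD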
MT stabilize HCS cytotoxicity % – recorded beside MT stabilize HCS, whose call it bears; toxicity, %; measured here: cytotoxicity by cell density;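 0% = mean cell density of plate MIN control wells and 100% = no cells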
Autophagy HCS cell loss 18 h – also measured in Autophagy HCS; calls as there; toxicity, %; measured here: cell loss, nuclei count;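 cell loss after 18 h compound exposure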
Numbers without * were called inactive; i = inactive; · = no result given.

SMILES	Autophagy HCS	Autophagy HCS cell loss 18 h	M17LAP inhibition	b-catenin transl	b-catenin transl cell count 5 µM	Dynein cargo inh	Dynein cargo inh cytoplasmic EGFP	Dynein cargo inh nuclear GR-EGFP	Dynein cargo inh cell count	Ins promoter up	Ins promoter up cell count	Yfh1-off respiration	NOD1 NF-kB reporter	HEK293 NOD2/NF-kB	MT stabilize HCS	MT stabilize HCS Hoechst-high %	MT stabilize HCS cytotoxicity %
CCN(CC)S(=O)(=O)c1cccc(NC(=O)c2ccc(C#N)cc2)c1	i	-8.2	3.4%	-0.7	1087	1.3	-0.207	0.249	-0.304	-0.2	1600	i	-44.3%	-3.5%	2.2	1.5	6.0
N#C/C(=C\c1ccc([N+](=O)[O-])o1)C(=O)Nc1ccc(F)cc1	i	-4.9	14.3%	3.9	1522	-0.608	10.5	1.56	1.26	·	·	i	0.1%	-3.0%	6.2	4.0	7.9
Cn1c(C(=O)N2CCN(c3ncccn3)CC2)cc2c(=O)n(C)c3ccccc3c21	i	-0.3	6.4%	·	·	-0.329	-0.171	0.0931	-0.187	0.17	865	i	-7.4%	1.1%	2.1	4.4	8.3
COc1cc(OC)cc(C(=O)NCCN2CCOCC2)c1	i	-5.9	5.0%	-1.2	1062	-0.316	-0.218	-0.143	0.658	0.46	1934	i	-16.9%	9.0%	2.4	2.0	2.6
CN(C)CCNC(=O)c1ccc(CS(=O)(=O)c2c(Cl)cccc2Cl)o1	i	6.0	-0.6%	-0.4	1154	-0.885	-0.25	-0.411	0.639	-2.04	1027	i	-15.2%	-0.1%	5.0	3.8	10.7
CC(C)(C)c1ccccc1NC(=O)c1c(O)c2cccc3c2n(c1=O)CC3	i	11.3	1.3%	2.6	1209	-0.0605	-0.298	-0.019	0.414	-0.45	1383	i	4.5%	13.6%	3.5	2.3	7.4
CCCSC(=S)c1c(C)[nH]n(-c2ccccc2)c1=O	·	·	13.3%	-0.2	1100	-0.141	0.0872	-0.104	0.0841	·	·	i	50.5%*	16.7%	·	·	·
COc1cc(C(=O)NCCC(=O)NC(C)C)cc(OC)c1OC	i	-11.7	-3.7%	-4.3	1074	1.47	-0.0616	0.335	-1.63	0.42	1141	i	-42.4%	5.7%	4.5	1.9	9.0
COc1ccc(CN(C(=S)Nc2ccccc2)C2CC(=O)N(c3ccc(Cl)cc3)C2=O)cc1 (stereo not given)	i	15.8	-8.3%	0.1	1311	0.003	-0.163	0.719	1.61	-0.15	1571	i	3.8%	-11.1%	3.5	2.0	10.7
CCOCC(=O)N(CC)Cc1ccccc1	i	-2.3	1.5%	1.3	1468	-0.375	-0.178	-0.28	-0.187	-0.17	1178	i	-30.2%	-2.2%	2.5	2.5	4.4
CC(C)OC(=O)c1cc2c(ccn2C)n1CC(=O)N1CCC(Cc2ccccc2)CC1	i	-2.1	0.4%	1.7	1343	0.711	0.0216	-0.229	-0.906	-0.41	1582	i	-9.2%	5.9%	3.4	0.8	5.9
Cn1cc(CN2CCCC(CO)C2)c(-c2ccc(Oc3ccccc3)cc2)n1 (stereo not given)	i	-4.2	-2.2%	-1.6	1027	-0.0679	-0.218	-0.0142	0.488	·	·	i	-21.6%	4.5%	3.0	3.0	6.5
NNc1ccc(S(=O)(=O)N2CCCCC2)cn1	·	·	·	-0.2	1286	0.316	-0.738	-0.0217	-0.348	0.15	1096	i	-9.3%	-3.0%	·	·	·
COC(=O)c1ccc(S(=O)(=O)NC(C)(C)C)n1C	·	·	-2.8%	1.0	1385	0.185	-0.148	0.12	-0.221	-0.26	1059	i	-3.3%	6.5%	·	·	·
COc1ccc(-c2cc(C(F)(F)F)nc(-n3ccnc3)n2)cc1	i	16.4	20.4%	3.2	587	0.278	-0.297	0.293	0.145	·	·	i	-6.6%	7.2%	1.4	1.3	3.6
CCCCC(=O)Nc1ccc(C(=O)NNC(=O)CCCOc2ccc(Cl)cc2Cl)cc1	i	8.5	-2.6%	0.6	1152	0.418	0.439	0.268	-0.172	-0.18	1455	i	-2.0%	7.7%	2.7	1.5	1.5
Cc1ccc(C(=O)NCc2ccc(Cl)cc2)o1	i	-4.8	-14.6%	·	·	0.967	-0.233	0.607	0.463	0.4	1327	i	-9.6%	5.3%	5.0	2.8	3.7
C=CCN1C(=O)c2cccc3c(N4CCCCC4)ccc(c23)C1=O	i	-0.2	1.5%	·	·	0.509	8.73	1.64	-0.706	·	·	i	-12.7%	-19.6%	3.1	2.5	1.7
Cc1cccc(OCCn2nc(C(=O)O)c3ccccc3c2=O)c1	i	0.1	4.9%	-8.8	1041	-0.671	-0.0343	-0.495	0.245	·	·	i	-3.3%	5.0%	1.7	2.1	7.6
O=C(Nc1ccccc1O)c1ccc(NS(=O)(=O)c2cccc3cccnc23)cc1	i	4.1	-0.3%	-4.3	1202	-1.14	-0.182	-0.371	0.624	-1.2	1078	·	-3.5%	-34.4%	3.6	2.5	2.7
COC(=O)c1cc(C(=O)OC)n(Cc2ccc(F)cc2)n1	i	2.7	2.6%	·	·	1.22	0.102	0.348	-2.37	·	·	i	-10.8%	13.8%	5.1	2.5	3.2
COc1cccc(NC(=O)c2cccc(C)c2[N+](=O)[O-])c1	i	-5.3	5.5%	-0.3	1588	-0.767	-0.345	-0.34	0.231	0.37	1407	i	-36.0%	-46.5%	1.7	1.2	7.6
COc1ccc(C(=O)Nc2ccc(S(=O)(=O)Nc3onc(C)c3C)cc2)cc1OC	i	-4.0	0.7%	2.0	1372	-0.63	-0.197	-0.4	0.815	-1.12	1243	i	4.7%	9.1%	1.6	2.3	5.0
Cc1ccsc1/C=C1\Oc2cc(OCC(=O)c3ccccc3)ccc2C1=O	i	21.4	-11.7%	-1.1	995	-0.178	-0.238	-0.333	0.62	·	·	i	-17.5%	2.2%	4.0	2.4	9.5
O=C(Cc1c(F)cccc1Cl)NCC1CCCO1 (stereo not given)	i	-2.7	-2.3%	1.4	1079	0.0598	-0.23	0.0165	0.312	0.04	1278	i	-26.4%	-6.7%	4.1	2.9	6.2
SMILES	Autophagy HCS	Autophagy HCS cell loss 18 h	M17LAP inhibition	b-catenin transl	b-catenin transl cell count 5 µM	Dynein cargo inh	Dynein cargo inh cytoplasmic EGFP	Dynein cargo inh nuclear GR-EGFP	Dynein cargo inh cell count	Ins promoter up	Ins promoter up cell count	Yfh1-off respiration	NOD1 NF-kB reporter	HEK293 NOD2/NF-kB	MT stabilize HCS	MT stabilize HCS Hoechst-high %	MT stabilize HCS cytotoxicity %
C=CCNc1nc(Cl)nc(Nc2ccc(OCC)cc2)n1	i	-7.6	0.5%	-1.9	1018	-0.012	-0.313	-0.228	0.375	-1.69	1421	i	-25.7%	16.4%	7.1	2.6	7.4
O=C1N(Cc2ccccc2)CCCC12CCCN(Cc1ccccc1)C2=O	i	-9.7	8.9%	-6.1	1069	-0.126	-0.00893	-0.00435	0.279	0.75	1135	i	9.0%	7.4%	1.5	2.5	7.9
CCCc1c(C(=O)N2CCN(c3ccccc3OC)CC2)cnn1-c1ccccc1	·	·	3.1%	-0.8	1050	0.0323	-0.221	-0.0332	0.201	1.2	1491	i	15.7%	-23.0%	·	·	·
O=C(COC(=O)c1cc(-c2ccncc2)nc2ccccc12)Nc1ccc2c(c1)OCO2	i	2.0	-2.7%	0.7	1067	-0.721	-0.219	-0.166	0.647	-0.21	1249	i	-18.3%	5.9%	2.5	1.9	9.2
O=C(CSc1nnc(NC(=O)C2CC2)s1)Nc1ccc(F)cc1	i	2.8	5.5%	-3.9	917	1.38	-0.116	0.815	-0.883	-0.39	1116	i	-5.8%	-14.5%	3.3	1.4	8.3
CCc1ccc(-c2cc(C(F)(F)F)n3nc(C(=O)Nc4c(C)nn(Cc5ccc(F)cc5)c4C)cc3n2)s1	i	-10.9	-2.4%	-0.7	1041	1.63	-0.211	1.08	-1.45	·	·	i	20.8%	7.1%	1.6	1.3	8.1
Cc1nc2sc(C(=O)OC(C)C)c(N)c2c(C)c1C	i	-7.9	1.8%	-3.0	1057	0.0858	-0.17	0.108	-0.432	-0.25	1183	i	-60.4%	-41.3%	3.2	2.3	11.9
Cc1nc(C(=O)NNC(=O)c2ccc(C(F)(F)F)cc2)cs1	·	·	0.0%	-0.9	1315	-0.447	-0.223	0.205	0.38	-0.21	1069	i	-0.6%	-12.3%	·	·	·
O=c1c2cccnc2n(-c2ccccc2)n1Cc1ccc(Cl)cc1	i	16.4	-7.2%	0.4	1092	-0.0772	-0.204	-0.359	0.453	-0.54	1244	i	-5.1%	9.6%	1.2	2.6	3.5
O=C1NCCCC1C(=O)Nc1ccccn1 (stereo not given)	i	-5.9	1.5%	1.1	1137	-0.625	1.29	-0.06	0.403	0.23	1219	i	-22.4%	-3.5%	1.5	1.0	6.0
O=C(Cc1cccs1)Nc1nc2c(ccc3ccccc32)s1	i	-2.5	-0.5%	2.1	799	0.908	-0.382	0.958	-0.415	2.16	1215	i	35.8%*	-58.2%	1.7	2.0	8.4
CCNC(=S)N/N=C/c1ccc(C#N)cc1	i	-1.5	-2.5%	1.6	1124	1.58	-0.151	1	-1.08	0.08	1255	i	-4.1%	11.2%	4.7	3.0	7.7
O=C(Nn1cnnc1)c1ccc([N+](=O)[O-])cc1	i	24.9	14.4%	0.3	1491	0.335	-0.125	0.22	0.975	0.04	1477	i	-21.9%	10.4%	2.1	1.5	5.3
Cc1cccc(C(=O)NCCN2CCCC2)c1	i	1.0	-7.7%	·	·	-0.37	-0.0136	-0.333	0.832	0.13	986	i	-14.3%	0.7%	0.9	0.9	6.6

Bioassay records deposited in PubChem BioAssay by several laboratories.

An excerpt; rates above refer to the full screens.
